SIRT5 block: SIRT5 desuccinylase inhibitors, primary screen, biochemical, fluorescence imaging, single point, set 5. NAD-dependent protein deacylase sirtuin-5, mitochondrial (Homo sapiens), Q9NXA8. Purified SirT5, succinyl-peptide AMC, trypsin-coupled fluorescence. inhibition, % at 15 µM. 330,000 tested, 1.1% active. AID 652115, 2013; in the data active means inhibition above about 15%; inconclusive means no clear call, values can overlap the other calls
Target sequence (Q9NXA8 whole entry, looked up): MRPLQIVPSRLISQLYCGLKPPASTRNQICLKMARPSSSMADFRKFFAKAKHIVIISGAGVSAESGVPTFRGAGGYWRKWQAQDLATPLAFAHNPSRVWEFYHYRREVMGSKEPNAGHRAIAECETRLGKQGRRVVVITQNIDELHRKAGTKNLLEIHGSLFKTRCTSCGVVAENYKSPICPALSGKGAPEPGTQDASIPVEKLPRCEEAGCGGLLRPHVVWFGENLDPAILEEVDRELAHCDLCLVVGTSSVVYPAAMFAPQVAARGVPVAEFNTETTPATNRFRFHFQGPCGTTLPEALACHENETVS
CASP6 VEID inh: human caspase-6 inhibitors, primary screen, biochemical, VEID-R110 fluorescence, single point, set 2. P55212. 350,000 tested, 0.53% active. inhibition, % at 12.5 µM. purified caspase-6, Z-VEID-R110 cleavage fluorescence;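 active means mean inhibition across replicates at least about 35%, with every replicate also reaching that limit, limit read from the data; inconclusive means only one of the two criteria met; inactive means neither criterion met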;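 further: 0% = median of neutral control wells and 100% = no fluorescence left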
Target sequence (P55212 24-179 limits assumed): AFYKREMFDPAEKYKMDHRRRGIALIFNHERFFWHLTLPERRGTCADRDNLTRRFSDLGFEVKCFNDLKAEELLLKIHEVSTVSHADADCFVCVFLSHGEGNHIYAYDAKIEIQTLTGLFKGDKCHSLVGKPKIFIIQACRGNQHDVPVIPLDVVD
Target sequence (P55212 194-293 limits assumed): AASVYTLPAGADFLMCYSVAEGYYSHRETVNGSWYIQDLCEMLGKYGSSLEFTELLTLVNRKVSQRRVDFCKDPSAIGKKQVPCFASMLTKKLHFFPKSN
LGR2 antag: inhibitors of bursicon-induced LGR2 CRE-luciferase signal, primary screen, cell-based, HEK293, CRE-luciferase reporter, bursicon stimulation; Drosophila bursicon receptor LGR2 (rickets); bursicon-stimulated, 4 h; inhibition, % at 9.99 µM; 380,000 tested, 0.35% active; AID 720647, 2013;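 active means drop in luminescence signal, shown as inhibition above about 50% in the replicate tests, limit read from the data, passing the limit was not always enough; inconclusive means probably only some replicates passing the limit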;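 further: agonist challenge used bursicon conditioned medium at about half maximal strength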
EWS-Fli block: EWS/Fli-driven NR0B1 reporter inhibitors, primary screen, A673 cells, NR0B1 luciferase, luminescence, MLPCN library; viability-normalised; inhibition, % at 12.6 µM; 350,000 tested, 0.67% active;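 active means mean inhibition of at least 50% after viability correction, with every replicate also passing that limit; inconclusive means mean reaches 50% but only one of two replicates passes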;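 further: firefly luciferase signal divided by Alamar Blue viability fluorescence both relative to DMSO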
ARNT TACC3 PPI: disruptors of ARNT/TACC3 protein interaction, primary screen, biochemical, AlphaScreen, single concentration. Transforming acidic coiled-coil-containing protein 3 (Homo sapiens), Q9Y6A5. AlphaScreen His-ARNT PAS-B/GST-TACC3 binding, luminescence; TACC3 fragment carries E629A point mutation. inhibition, % at 9.99 µM. 390,000 tested, 0.66% active. AID 623870, 2012;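 active means mean inhibition of replicates at least 50% and at least half of replicates each reaching 50%; inconclusive means half or more replicates reach 50% but mean below 50%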;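 further: 0% = complete ARNT plus TACC3 wells and 100% = ARNT alone without TACC3; many hits fall short of the cut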
PAX8 inh HTS: inhibitors of PAX8-driven TPO luciferase reporter, primary screen, RMG-I cells, single concentration | SteadyGlo, 24 h | inhibition, % at 12.6 µM | 360,000 tested, 1.2% active | AID 652154, 2013;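 active means mean replicate inhibition at least 60% with every replicate also reaching 60%; inconclusive means only one of the two criteria is met; inactive means mean below 60% and not all replicates reaching 60%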;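 further: luciferase light reporting Pax8 driven TPO promoter activity; plate controls were median of neutral control wells for no effect and mitoxantrone controls for full effect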
DENV2 CPE: inhibitors of DENV2 cytopathic effect, primary screen, cell-based, plate reader, single concentration; DENV2-infected cells, cytopathic effect rescue; CPE inhibition, % at 9.99 µM; 350,000 tested, 1.7% active; in the data active means CPE inhibition above about 20%, passing the limit was not always enough; inconclusive means no clear call, values can overlap the other calls; tested in BHK-21 cells;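 further: 0% = median of neutral control wells and 100% = median of positive control wells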
Active calls of the source: *; ? = inconclusive; · = not tested or not shown; & = joins results of further samples. No enrichment for hits. Share with any hit: about 4.9%.

Under each structure: SIRT5 block	CASP6 VEID inh	LGR2 antag	EWS-Fli block	ARNT TACC3 PPI	PAX8 inh HTS	DENV2 CPE
> Cc1ccc(O)c(N=Nc2ccc(S(=O)(=O)N3CCCC3)cc2)c1
→ -1	0	-12	2	17	0	-1
> Cc1cccc(NC(=O)c2cccc(C(=O)Nc3cccc(C)c3C)n2)c1C
→ -3	-2	-1	1	11	2	2
> O=C(C[C@H]1CC[C@@H](NC(=O)Nc2ccc(C(F)(F)F)cc2)[C@H](CO)O1)NCc1cccc(F)c1
→ 7	-5	-33	-3	-2	8	3
> O=C(COC(=O)Cc1cccc(C(F)(F)F)c1)Nc1cccc2ccccc12
→ ·	·	11	·	-2	-4	·
> C[C@H](CO)N1C[C@H](C)[C@H](CN(C)S(=O)(=O)c2cccc(F)c2)Oc2ncc(Br)cc2C1=O
→ 1&2	2&2	8	-5&0	13&-10	·	3&-7
> CC(C)NC(=O)N1[C@H](C#N)[C@H](c2ccc(-c3ccc(F)cc3)cc2)[C@@H]1CO
→ -2	3	15	11	3	-15	-5
> CCC(=O)N[C@@H]1CC[C@H](CCNC(=O)Nc2ccc(C(F)(F)F)cc2)O[C@@H]1CO
→ 0	0	4	-7	25	-10	2
> COc1ccc(NC(C)=O)cc1S(=O)(=O)NC1CCSc2ccccc21 (stereo not given)
→ -1	1	-16	-3	-2	19	2
> CCCN1[C@H](C(=O)N2CCOCC2)[C@@H](CO)[C@@H]2Cn3c(ccc(-c4ccccc4F)c3=O)[C@@H]21
→ -1	1	7	-3	-25	15	-5
> Cc1ccc(N(CC(=O)NC2CCCCC2)C(=O)CNC(=O)c2cccs2)cc1
→ 0	-7	14	-7	-7	-4	3
> Cc1cc(C)c(S(=O)(=O)NCCn2c(C)cc3ccccc32)c(C)c1
→ -4	-1	6	16	-3	15	-5
> O=S(=O)(N/N=C/c1ccc2c(c1)OCO2)c1ccc(Br)cc1
→ -1	6	3	·	-5	11	-7
> CN(C)CCCOc1cccc(Oc2ccccc2)c1
→ -2	-10	7	-1	-23	-3	14
> C[C@H](CO)N1C[C@H](C)[C@@H](CN(C)Cc2ccncc2)Oc2ccc(NC(=O)Nc3cccc4ccccc34)cc2CC1=O
→ 3	-9	2	·	3	67*	11
> C[C@H]1CN([C@@H](C)CO)S(=O)(=O)c2ccc(Br)cc2O[C@H]1CN(C)C(=O)C1CC1
→ 1	-3	-3	-3	6	-6	-2
> COc1ccc(NC(=O)Nc2ccc3c(c2)C(=O)N([C@H](C)CO)C[C@H](C)[C@H](CN(C)S(=O)(=O)c2cn(C)cn2)O3)cc1
→ -1	-5	-2	-2	4	·	9
> Cc1cc(NC(=O)CCC(=O)N(CC(=O)NC2CCCC2)c2ccc(F)c(Cl)c2)no1
→ -2	·	-3	-3	1	7	8
> COc1ccc(N2CCN(C(=O)c3cc(=O)c4ccc(C)cc4o3)CC2)cc1
→ -1	5	8	-9	1	-5	6
> CC(=O)Nc1ccc(S(=O)(=O)N2CCN(C(=O)c3ncoc3-c3ccccc3F)CC2)cc1
→ -1	-1	-14	10	-5	0	4
> COc1cccc(C#Cc2ccc3c(c2)O[C@H](CN(C)C(=O)CN2CCOCC2)[C@@H](C)CN([C@@H](C)CO)S3(=O)=O)c1
→ 1	5	1	28	-2	-3	-5
> Cc1ccc(C(c2sc3ncnn3c2O)N2CCC(C)CC2)cc1 (stereo not given)
→ -4	-1	·	5	2	4	-5
> COC(=O)c1ccc2nc(C)cc(Nc3ccccc3C)c2c1
→ 0	1	1	2	-2	14	15
> OCC[C@@H]1C[C@H](O)[C@@H](O)[C@@]2(OCc3ccc4ccccc4c32)O1
→ -2	3	3	-15	·	8	-5
> COC(=O)c1ccc(N)c(N=CC2=C(O)CC(C)(C)CC2=O)c1
→ 4	15	-1	11	·	1	-2
> COc1ccccc1C#Cc1cnc2c(c1)C(=O)N([C@H](C)CO)C[C@@H](C)[C@H](CN(C)C(=O)c1ccc3c(c1)OCO3)O2
→ 2	-1	-7	-3	-6	14	-2
> CCNC(=O)C[C@H]1CC[C@H]2[C@H](COc3ccc(NC(=O)c4cccc(OC)c4)cc3C(=O)N2C)O1
→ -1	1	-20	-3	-7	-15	-11
> COc1ccc(CNC(=O)CCn2c(=O)[nH]c3ccccc3c2=O)cc1
→ -3	0	7	2	-7	3	3
> C[C@H]1CN([C@@H](C)CO)C(=O)c2cc(C#CC3(O)CCCC3)cnc2O[C@H]1CN(C)S(=O)(=O)c1ccc(F)cc1
→ 0	4	-6	-3	8	2	-8
> Cc1cccn2c(NC(=O)c3cccs3)c(-c3ccccc3)nc12
→ ·	·	-6	·	0	6	·
> Cc1nc2c(sc(=S)n2Cc2ccco2)c(=O)n1CC(=O)Nc1ccc(F)cc1
→ -2	4	3	5	-1	7	3
> COc1ccc(C(=O)NC(=S)NNC(=O)CNC(=O)C2CCCCC2)cc1
→ ·	-1	3	5	-2	-10	-2
> CCOc1ccccc1/C=N/NC(=O)c1cccc(S(=O)(=O)N2CCOCC2)c1
→ 2	2	3	4	4	-7	0
> CN1CCCN(S(=O)(=O)c2cccc(C(F)(F)F)c2)c2nc3ccccc3nc21
→ -3	3	4	6	-5	7	5
> COc1ccccc1NC(=O)C(C)OC(=O)CCSc1ccc(F)cc1 (stereo not given)
→ 1	1	12	6	-3	-16	0
> Cc1ccc(-c2cnc3c(c2)C(=O)N([C@@H](C)CO)C[C@@H](C)[C@H](CN(C)CC2CCCCC2)O3)cc1
→ 5	-1	-4	4	-3	·	-1
> CCCC(=O)N1CCCC1(C)C(=O)Nc1cccc(OC(C)C)c1 (stereo not given)
→ 3	0	17	-3	·	17	-2
> CC(C)CN1CCC(=O)N([C@H](CSc2ccc(Br)cc2)Cc2ccccc2)CC1
→ ·	4	11	8	-3	-14	?
> O=C(Nc1ccc([N+](=O)[O-])cc1)c1ccccc1
→ -5	-3	-76	-131	-2	-124	1
> COc1ccc(S(=O)(=O)N2CCCCC2)cc1NC(=O)C1CCCC1
→ 0	1	2	0	5	-7	6
> CNC[C@H]1Oc2c(NC(=O)C3CC3)cccc2C(=O)N([C@@H](C)CO)C[C@H]1C
→ 6	0	-14	4	-2	5	4

In a second layout: entries from further up.
CCOc1ccccc1/C=N/NC(=O)c1cccc(S(=O)(=O)N2CCOCC2)c1
  SIRT5 block: 2
  CASP6 VEID inh: 2
  LGR2 antag: 3
  EWS-Fli block: 4
  ARNT TACC3 PPI: 4
  PAX8 inh HTS: -7
  DENV2 CPE: 0
CN1CCCN(S(=O)(=O)c2cccc(C(F)(F)F)c2)c2nc3ccccc3nc21
  SIRT5 block: -3
  CASP6 VEID inh: 3
  LGR2 antag: 4
  EWS-Fli block: 6
  ARNT TACC3 PPI: -5
  PAX8 inh HTS: 7
  DENV2 CPE: 5
COc1ccccc1NC(=O)C(C)OC(=O)CCSc1ccc(F)cc1 (stereo not given)
  SIRT5 block: 1
  CASP6 VEID inh: 1
  LGR2 antag: 12
  EWS-Fli block: 6
  ARNT TACC3 PPI: -3
  PAX8 inh HTS: -16
  DENV2 CPE: 0

Nothing new here: entries from further up.
Under each structure: SIRT5 block	CASP6 VEID inh	LGR2 antag	EWS-Fli block	ARNT TACC3 PPI	PAX8 inh HTS	DENV2 CPE
> CCCC(=O)N1CCCC1(C)C(=O)Nc1cccc(OC(C)C)c1 (stereo not given)
→ 3	0	17	-3	·	17	-2
> CC(C)CN1CCC(=O)N([C@H](CSc2ccc(Br)cc2)Cc2ccccc2)CC1
→ ·	4	11	8	-3	-14	?

The listing picks up, repeating the 3 entries before the break.
Under each structure: SIRT5 block	CASP6 VEID inh	LGR2 antag	EWS-Fli block	ARNT TACC3 PPI	PAX8 inh HTS	DENV2 CPE
> O=C(Nc1ccc([N+](=O)[O-])cc1)c1ccccc1
→ -5	-3	-76	-131	-2	-124	1
> COc1ccc(S(=O)(=O)N2CCCCC2)cc1NC(=O)C1CCCC1
→ 0	1	2	0	5	-7	6
> CNC[C@H]1Oc2c(NC(=O)C3CC3)cccc2C(=O)N([C@@H](C)CO)C[C@H]1C
→ 6	0	-14	4	-2	5	4
> CC(=O)c1ccc(OC(C)c2nc3ccccc3s2)cc1 (stereo not given)
→ -4	2	-53	-66	-7	-7	16
> O=C1C2C(c3ccccc3)C=CC(c3ccccc3)C2C(=O)N1c1ccccn1 (stereo not given)
→ ·	1	-8	-7	14	1	-6
> CCCC(=O)N1CCC1(C)C(=O)Nc1ccc(C)c(C)c1 (stereo not given)
→ ·	3	-8	1	·	4	1
> O=C(Cc1ccccn1)N1CC2(C1)[C@H](c1ccccc1)[C@@H](CO)N2C(=O)c1ccncc1
→ 1	-2	11	-7	·	1	45*
> O=C(OCCc1ccccn1)c1cccc([N+](=O)[O-])c1
→ -4	-4	-9	8	-10	-14	-3
> CCCN(CCC)Cc1cc(=O)oc2cc(C)c(Cl)cc12
→ 1	-4	9	-3	·	10	6
> CC(=O)c1ccc(N2CCN(C(=O)CNS(=O)(=O)c3ccc4c(c3)OCCCO4)CC2)c(F)c1
→ -1	0	-3	5	·	2	6
> CC1(C)SC[C@H](C(=O)Nc2cccc(Cl)c2)N1C=O
→ -3	4	·	-4	-5	6	2
> COc1ccc(CCN(Cc2cccs2)S(=O)(=O)c2ccc(C(=O)O)cc2)cc1OC
→ ·	-6	-1	5	-10	0	-3
> Cc1nc2cc(-c3ccccc3)nn2c(C)c1CCC(=O)NC(C)c1ccc2c(c1)OCCO2 (stereo not given)
→ -2	1	-13	?	14	-1	1

3 structures from above, arranged by heavy-atom count, smallest number first.
Under each structure: SIRT5 block	CASP6 VEID inh	LGR2 antag	EWS-Fli block	ARNT TACC3 PPI	PAX8 inh HTS	DENV2 CPE
> CC1(C)SC[C@H](C(=O)Nc2cccc(Cl)c2)N1C=O
→ -3	4	·	-4	-5	6	2
> O=C(Cc1ccccn1)N1CC2(C1)[C@H](c1ccccc1)[C@@H](CO)N2C(=O)c1ccncc1
→ 1	-2	11	-7	·	1	45*
> CC(=O)c1ccc(N2CCN(C(=O)CNS(=O)(=O)c3ccc4c(c3)OCCCO4)CC2)c(F)c1
→ -1	0	-3	5	·	2	6

The results go on:
Under each structure: SIRT5 block	CASP6 VEID inh	LGR2 antag	EWS-Fli block	ARNT TACC3 PPI	PAX8 inh HTS	DENV2 CPE
> CN1OC[C@@H]2CN(C(=O)CCc3ccccc3)[C@H](c3cccc(N4CCOCC4)c3)C[C@@H]21
→ -6	0	18	1	4	-10	-1
> CC(=O)c1ccccc1NC(=O)COc1ccc(N(C)S(=O)(=O)c2ccc(C)c(C)c2)cc1
→ -2	-1	-17	-12	16	18	5
> O=C(NC1CCCCC1)N(C1=NCCCCC1)c1ccc(Br)cc1
→ ·	·	-20	·	-3	-51	·
> COc1ccc(-c2nc(N)ncc2-c2ccccc2)c(O)c1
→ 3	2	-17	-8	-3	-4	-5
> CCCC(=O)Nc1ccc2c(c1)C(=O)N(C)C[C@@H](OC)[C@@H](C)CN(CC1CCCC1)[C@H](C)CO2
→ 4	-6	-9	-5	2	·	-6
> C[C@H](CO)N1C[C@H](C)[C@@H](CN(C)S(C)(=O)=O)Oc2ccc(NS(=O)(=O)c3ccc(F)cc3)cc2CC1=O
→ -1	-1	8	·	·	-17	-5
> C[C@@H]1CN([C@@H](C)CO)C(=O)Cc2cc(NS(C)(=O)=O)ccc2O[C@H]1CN(C)C(=O)Nc1ccc(C(F)(F)F)cc1
→ ·	·	-4	-6	·	-8	·
> CCNC(=S)NNC(=O)CCn1cc(C)cn1
→ ·	·	-1	·	-10	-27	·
> CC(SCc1ccccc1)C(=O)Nc1ccccc1-c1ccccc1 (stereo not given)
→ -2	5	3	75*	-5	9	-1
> Cc1cccc[n+]1CC(=O)N1c2ccccc2Sc2ccccc21
→ -12	-4	-50	1	-6	10	5

Assay outcomes: PubChem BioAssay, Broad Institute
